Bioassay records deposited in PubChem by National Center for Advancing Translational Sciences (NCATS).
Tb PGK inh – inhibitors of T. brucei phosphoglycerate kinase. P07378. PGK/GAPDH coupled, Kinase-Glo luminescence, 60 min. Potency, µM (top dose mostly 57.5 µM), without a hit: at the highest dose activity change, negative = inhibition, usual class: inhibitors. 380,000 tested, 0.043% active. AID 602233; note: potency is the fitted concentration of half-maximal effect; % is set by controls: 0 for no effect and ±100 for the full control effect; nearly all actives have a fitted effect of over 60% in size
Target sequence (P07378 whole entry, looked up): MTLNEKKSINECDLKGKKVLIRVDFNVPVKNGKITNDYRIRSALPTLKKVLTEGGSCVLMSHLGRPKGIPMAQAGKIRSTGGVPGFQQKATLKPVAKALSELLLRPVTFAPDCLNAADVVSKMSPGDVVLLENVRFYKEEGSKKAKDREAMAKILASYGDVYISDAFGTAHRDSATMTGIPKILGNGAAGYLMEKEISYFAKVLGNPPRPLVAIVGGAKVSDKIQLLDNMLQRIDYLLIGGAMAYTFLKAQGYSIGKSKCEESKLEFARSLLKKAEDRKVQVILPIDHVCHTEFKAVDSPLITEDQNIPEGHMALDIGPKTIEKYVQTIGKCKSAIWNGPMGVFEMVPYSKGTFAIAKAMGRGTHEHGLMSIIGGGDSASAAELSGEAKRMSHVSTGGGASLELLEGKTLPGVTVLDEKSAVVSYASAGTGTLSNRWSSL
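Recombinant glycosomal PGK reaction used 1,3-bisphosphoglycerate generated in-well by GAPDH (100nM final) in 100mM TEA pH 7.6, 5mM MgCl2, 0.01% Tween-20. After 60 minutes at room temperature, ATP was read by Kinase-Glo Plus luminescence end-point.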
BLM helicase inh – Bloom syndrome helicase (human) inhibition; 350,000 tested, 0.2% active; Potency, µM (top dose mostly 56.1 µM), without a hit: top-dose activity change, negative = inhibition, hits mostly inhibitors; recombinant BLM DNA unwinding, fluorescence dequenching;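 note: potency is the fitted concentration of half-maximal effect; plate controls were vehicle for no effect and no enzyme for full effect; nearly all actives have a fitted effect of over 35% in size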
APEX1 inh – APE1 (human) endonuclease inhibition; recombinant APE1, TAMRA/BHQ-2 abasic DNA cleavage fluorescence; Potency, µM (titrated, usually from 65.8 µM), without a hit: top-dose activity change, negative = inhibition, hits mostly inhibitors; 350,000 tested, 0.35% active; AID 2517; P27695;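 note: potency is the fitted concentration of half-maximal effect; plate controls were vehicle for no effect and reference inhibitor for full effect; nearly all actives have a fitted effect of over 55% in size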
Target sequence (P27695 whole entry, looked up): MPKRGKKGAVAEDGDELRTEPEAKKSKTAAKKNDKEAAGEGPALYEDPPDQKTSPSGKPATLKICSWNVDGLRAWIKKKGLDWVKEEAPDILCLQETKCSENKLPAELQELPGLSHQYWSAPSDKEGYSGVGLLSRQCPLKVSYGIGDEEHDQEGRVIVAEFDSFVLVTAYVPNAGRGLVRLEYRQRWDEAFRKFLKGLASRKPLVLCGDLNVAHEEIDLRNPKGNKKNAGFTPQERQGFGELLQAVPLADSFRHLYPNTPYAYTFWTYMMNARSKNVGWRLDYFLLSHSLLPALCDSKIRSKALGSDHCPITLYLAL
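0.75 nM APE1 + cpd, 15 min RT; start w/ 50 nM TAMRA/BHQ-2 THF-abasic dsDNA; kinetic fluor 525/598 nm ×3 reads @60 s; Δ(read3−read1); normalized to DMSO and NSC13755 control wells.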
POLH inh – inhibitors of human DNA polymerase eta. AID 588591. Q9Y253. 390,000 tested, 1.2% active. recombinant Pol eta, fluorescent DNA replication assay. Potency, µM (highest dose often 114 µM), inactives show top-dose activity change, negative = inhibition, actives largely listed as inhibitors; note: potency is the fitted concentration of half-maximal effect; % is set by controls: 0 for no effect and ±100 for the full control effect
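Fluorescent replication assay: 50 nM final substrate added after a 15 min room-temperature compound preincubation with 10 nM enzyme. Signal taken at 0 min and again at 10 min.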
Pol iota inh – DNA polymerase iota (human) inhibition; Potency, µM (doses to about 115 µM), for the others: top-dose activity, negative = inhibition, hits mostly inhibitors; 390,000 tested, 1% active; Q9UNA4; Pol iota fluorescent replication assay, 10 min; note: potency is the fitted concentration of half-maximal effect
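Fluorescent replication assay read twice, at 0 min and 10 min after adding 50 nM (final) substrate. Enzyme (10 nM) and compounds were first incubated 15 min at room temperature; enzyme-free buffer wells were negative controls.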
POLK inh – DNA polymerase kappa (human) inhibition; Potency, µM (series often up to 107 µM), for the others: top-dose activity, negative = inhibition, most hits filed as inhibitors; 400,000 tested, 0.53% active; AID 588579; purified Pol kappa, fluorescent DNA synthesis assay, 10 min; Q9UBT6; note: potency is the fitted concentration of half-maximal effect; % is set by controls: 0 for no effect and ±100 for the full control effect
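Activity was followed as the change in fluorescence between reads at 0 and 10 min after starting the reaction with 50 nM substrate. Beforehand, 10 nM polymerase had been preincubated with compound for 15 min at room temperature.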
Pol beta inh – blocks human DNA polymerase beta activity. Pol beta primer extension/strand displacement, fluorescence kinetic. AID 485314. 340,000 tested, 1.3% active. Potency, µM (series often up to 114 µM), for inactives: at the highest dose activity change, negative = inhibition, usual class: inhibitors; note: potency is the fitted concentration of half-maximal effect; % is set by controls: 0 for no effect and ±100 for the full control effect
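Human Pol beta at 10 nM; strand-displacement substrate 50 nM final. Compound exposure 15 min at room temperature before start, reaction 10 min at room temperature.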
RXFP1 antag – antagonists of human relaxin receptor RXFP1. HEK293-RXFP1, relaxin-stimulated cAMP HTRF, 30 min; hits give low values. 350,000 tested, 0.59% active. activity change, negative = inhibition, % at 57.5 µM. AID 1259400. Q9HBX9;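 active = activity change of -60% or lower, but not beyond a set lower limit; inconclusive = change between -60% and -40%, or beyond the set limit; inactive = change above -40%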; note: % is set by controls: 0 for no effect and ±100 for the full control effect
Apoferritin bind – binds horse apoferritin like a general anesthetic; Potency, µM (doses to about 77.5 µM), inactives show at the top dose activity change, negative = displacement, actives largely listed as inhibitors; AID 485281; 350,000 tested, 0.074% active; P02791; apoferritin/1-aminoanthracene competitive binding, fluorescence; note: potency is the fitted concentration of half-maximal effect; % is set by controls: 0 for no effect and ±100 for the full control effect; nearly all actives have a fitted effect of over 20% in size
Target sequence (P02791 2-175 limits assumed): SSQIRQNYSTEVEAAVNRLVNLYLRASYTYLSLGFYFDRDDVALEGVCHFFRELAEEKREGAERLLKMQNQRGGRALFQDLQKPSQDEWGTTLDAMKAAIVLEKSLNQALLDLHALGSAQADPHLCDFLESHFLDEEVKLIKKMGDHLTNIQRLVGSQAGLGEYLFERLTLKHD
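10 uM apoferritin + 50% sat. 1-AMA, PBS; cpd 10 min RT; Ex380/Em535 endpoint; normalized to free probe vs complex; 4-param Hill fit; propofol titration as pos. ctrl.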
* hit, by the source's call; i = inactive; ? = inconclusive; . = not tested or not shown; & = joins results of further samples; [ ] = remark or other dose. Unless noted, calls come from the whole dose curve; as a rule, active = well fitted curve in the direction sought with a large enough effect; inconclusive = small, poorly fitted or top-dose-only effect, or another doubt; inactive = no such curve, though single readings can be large; an effect the other way counts as inactive or inconclusive. Some of the compounds tested; the hit share may differ from the screen's.

Every second line gives: Tb PGK inh, BLM helicase inh, APEX1 inh, POLH inh, Pol iota inh, POLK inh, Pol beta inh, RXFP1 antag, Apoferritin bind
CCOc1ccc(S(=O)(=O)n2nnc3ccccc32)cc1C(C)C
    ., -2%, -2%, ., ., ., -1%, ., -1%
COc1ccc(NC(=O)CSc2nc(-c3cccs3)cc(C(F)(F)F)n2)cc1Cl
    0%, -1%, ., -9%, 18%, -3%, 0%, ., -14%
COc1cc(C2Sc3ccccc3NC3=C2C(=O)OC3)cc(OC)c1OC (stereo not given)
    -10%, 0%, 2%, 4%, 0%, -13%, ?, 22, -6%
COc1cc(/C=N/n2cnnc2)ccc1OC(=O)c1ccncc1
    9%, -3%, 0%, -2%, 19%, -14%, -1%, -6, -11%
CC1CCN(c2nc3ccccc3nc2N2CCC(C)CC2)CC1
    ., 1%, 7%, ., ., ., 19%, ., -5%
CC(C)c1ccc(-c2nc(N3CCCCC3)[nH]c(=O)c2C#N)cc1
    5%, -1%, 3%, -7%, 12%, -5%, 18%, -2, -9%
O=C(NCc1ccco1)c1ccccc1-c1ccccc1
    -6%, -3%, -1%, -6%, 10%, 7%, 9%, -14, -4%
COc1ccc(C(=O)NCC(c2cccnc2)N2CCN(c3ccccc3)CC2)cc1 (stereo not given)
    -10%, -3%, ., -12%, 34%[activator], 0%, 1%, -19, -3%
CCOc1ccc(N(Cc2ccccc2)C(=O)c2nc(SCC)ncc2Cl)cc1
    ., -8%, ., ., -8%, -10%, -1%, -14, ?
CC(=O)c1ccc(S(=O)(=O)N2Cc3ccccc3CC2C(=O)O)cc1 (stereo not given)
    -5%, -9%, ?, 5µM*, ?, 50µM*, 13µM*, -11, -1%
O=C(CCl)Nc1c[nH]c(=O)[nH]c1=O
    i, -9%, 2%, -2%, 48%[activator], 6%, -17%, 7, -1%
Cc1ccc(Cl)cc1NC(=O)C(Cc1ccccc1)NS(=O)(=O)c1cccc2nsnc12 (stereo not given)
    -1%, -3%, ., -5%, -2%, -7%, 27%, -1, 1%
CN(C)S(=O)(=O)N1CCN(C(=O)c2ccc3c(c2)OCO3)CC1
    i, 2%, 26%[12.4 µM], -16%, 42%[activator], -3%, ?, -6, 1%
Cc1cnc(NC(=O)c2ccco2)s1
    -10%, 2%, 2%, 4%, 7%, -10%, 15%, 15, -10%
Cc1ccc(OCC(=O)N2CCC(N3CCCCCC3)CC2)cc1
    4%, 1%, -3%, 11%, 21%, -5%, 3%, -4, -7%

Part of the list above, showing only RXFP1 antag and Tb PGK inh.
| SMILES | RXFP1 antag | Tb PGK inh |
| --- | --- | --- |
| O=C(NCc1ccco1)c1ccccc1-c1ccccc1 | -14 | -6% |
| COc1ccc(C(=O)NCC(c2cccnc2)N2CCN(c3ccccc3)CC2)cc1 (stereo not given) | -19 | -10% |
| CCOc1ccc(N(Cc2ccccc2)C(=O)c2nc(SCC)ncc2Cl)cc1 | -14 | . |
| CC(=O)c1ccc(S(=O)(=O)N2Cc3ccccc3CC2C(=O)O)cc1 (stereo not given) | -11 | -5% |

Continuation:
Every second line gives: Tb PGK inh, BLM helicase inh, APEX1 inh, POLH inh, Pol iota inh, POLK inh, Pol beta inh, RXFP1 antag, Apoferritin bind
C=CCC1=C/C(=C\c2c(N)n3nc(CC(=O)N4CCCC4)sc3nc2=O)C=C(OC)C1=O
    2%, -6%, -9%, 11%, 18%, -8%, 8%, 9, -4%
CCN(CCn1cccn1)C(=O)CC1C(=O)NCCN1CC1CCCCC1 (stereo not given)
    -2%, -3%, 3%, -13%, 60%[activator], 8%, 2%, -22, -1%
CC1(C)CC(=O)c2sc(NC(=O)CN3C(=O)CCC3=O)nc2C1
    0%, -1%, 8%, -7%, 66%[activator], -9%, 7%, ., 7%
N#C/C(=C/c1ccc(N2CCCCC2)o1)C(=O)Nc1ccc2ccccc2c1
    -8%, -12%, ?, ?, ?, -14%, ?, -8, -14%
O=C(Nc1ccccc1)c1cc(S(=O)(=O)N2CCSCC2)ccc1Cl
    -5%, -2%, 2%, -4%, 25%, -7%, 3%, -4, 7%
C#CCOCCOCCOCCNc1nc(N2CCOCC2)nc(N2CCN(C(=O)CCCCCCCCCCNC(=O)Cn3cc(CCCCCN)nn3)CC2)n1
    6%, ., 9%, -13%, ?, -6%, ., ., .
COc1ccc(C(=O)C2CCN(C(=O)Nc3ccccc3C)CC2)cc1
    4%, -1%, -8%, -9%, 117%[activator], -13%, 1%, 2, 2%
Cc1cc(C)c2c(CC(=O)Nc3ccc(F)cc3)coc2c1
    -7%, 1%, ., 7%, -26%, 10%, 17%, -13, -1%
C=CCn1c(C)cc(C2=NNC(=NC(C)(C)C)SC2)c1C
    -10%, -7%, 4%, -11%, 33%[activator], ?, 7%, 2, ?
O=C1/C(=C/c2ccco2)N=C(N2CCCCC2)N1c1ccccc1
    i, -5%, 12%, 0%, 30%, -9%, ?, -11, -3%
O=C(COC(=O)c1cc(Br)c(Br)s1)NCCC1=CCCCC1
    i, -1%, 2%, -4%, 4%, -20%, 5%, 1, -15%
O=S(=O)(NCc1ccccc1)c1ccc2ccccc2c1
    -15%, -8%, 16%, -21%, 29%, 2%, 13%, -1, -5%
N#CCCN(C(=O)COC(=O)c1cc(=O)[nH]c2ccccc12)c1ccccc1
    i, ., -9%, -17%, 18%, 8%, ., -3, .
O=C(CC1C(=O)NCCN1Cc1ccccc1C(F)(F)F)NCCN1CCCCC1=O (stereo not given)
    3%, 0%, 39%, -19%, 1%, 5%, 6%, 0, -5%
CCOC(=O)Cc1csc(NC(=O)CSc2nc(=O)[nH]c3c2CCC3)n1
    i, ., 16%, -17%, -9%, -9%, ., -4, .

Among those listed so far, five have a Cl atom.
Every second line gives: Tb PGK inh, BLM helicase inh, APEX1 inh, POLH inh, Pol iota inh, POLK inh, Pol beta inh, RXFP1 antag, Apoferritin bind
COc1ccc(NC(=O)CSc2nc(-c3cccs3)cc(C(F)(F)F)n2)cc1Cl
    0%, -1%, ., -9%, 18%, -3%, 0%, ., -14%
CCOc1ccc(N(Cc2ccccc2)C(=O)c2nc(SCC)ncc2Cl)cc1
    ., -8%, ., ., -8%, -10%, -1%, -14, ?
O=C(CCl)Nc1c[nH]c(=O)[nH]c1=O
    i, -9%, 2%, -2%, 48%[activator], 6%, -17%, 7, -1%
Cc1ccc(Cl)cc1NC(=O)C(Cc1ccccc1)NS(=O)(=O)c1cccc2nsnc12 (stereo not given)
    -1%, -3%, ., -5%, -2%, -7%, 27%, -1, 1%
O=C(Nc1ccccc1)c1cc(S(=O)(=O)N2CCSCC2)ccc1Cl
    -5%, -2%, 2%, -4%, 25%, -7%, 3%, -4, 7%

Following part
Every second line gives: Tb PGK inh, BLM helicase inh, APEX1 inh, POLH inh, Pol iota inh, POLK inh, Pol beta inh, RXFP1 antag, Apoferritin bind
CCCn1c2ccccc2c2nnc(SCC(=O)Nc3cc(C)on3)nc21
    7%, -13%, 1%, -7%, 7%, -7%, -7%, -3, -5%
CC(OC(=O)c1cc2sccc2n1C)C(=O)NCc1ccc2c(c1)OCO2 (stereo not given)
    -4%, -1%, 1%, -6%, 25%, -3%, 4%, -32, -11%
COc1cccc(N2CCN(S(=O)(=O)c3ccc(-c4cnc(C5CC5)o4)cc3)CC2)c1
    0%&0%, -1%&-6%, -11%, -4%&-2%, -12%&1%, -9%, -2%&6%, -1, -6%&4%
Cc1ccc(S(=O)(=O)N2C[C@@H]3[C@H]4CC[C@H](C4)[C@@H]3[C@@H](C)[C@H]2C#N)cc1
    0%, ., -4%, -21%, 25%, 0%, ., ., .
O=S(=O)(Nc1cccc(-c2ccc(N3CCCC3)nn2)c1)c1ccc(F)c(C(F)(F)F)c1
    8%, -14%, ., -10%, -12%, -11%[60.1 µM], 11%, -16, -19%
Brc1cccc(-c2nnc(CN3CCN(c4ccccn4)CC3)o2)c1
    1%, -3%, ., 4%, 11%, -24%, 2%, -1, 7%
S=c1[nH]nc(COc2ccccc2)n1/N=C/c1c(Cl)cccc1Cl
    -2%, -2%, 17%, 4%, -17%, -4%[60.1 µM], -17%, -9, -6%
O=C(Nc1cccnc1)c1cccs1
    -5%, -1%, 3%, -10%, -1%, -6%, -22%, 4, 10%
CC(=O)NS(=O)(=O)c1ccc(NC(=O)c2cccc(S(=O)(=O)N3CCc4ccccc43)c2)cc1
    -4%, -2%, -9%, -4%, 59%[activator], -2%, ?, -15, -1%
CCn1cc(S(=O)(=O)N2CCc3ccccc3C2)cn1
    0%, 3%, 14%, 0%, -14%, -5%, 9%, 7, 0%
O=C(NNC(=O)c1cccc2ccccc12)c1ccc(-c2ccccc2)cc1
    -3%, 4%, 3%, -16%, 24%, -1%, 5%, -19, -11%
Cc1ccc(CNC(=O)CCCC(=O)O)cc1
    i, -1%, -2%, -11%, -5%, -7%, -7%, -5, -6%
Cc1ccc2c(c1)S/C(=C\c1cccc[n+]1C)N2CCO
    ., 5%, ?, -20%, 9%, 4%, 2%, 6, 1%
Cc1ccc(OCC(=O)Nc2ccc3oc(=O)ccc3c2)cc1
    4%, -2%, -11%, 5%, 45%[activator], -12%, 14%, -20, -11%
COC(=O)c1c(NC(=O)CN2CCN(c3ccccc3)CC2)c2c(C)cccc2n1C
    -6%, 0%, 3%, -6%, -5%, 2%, 26%, 13, -24%
CNc1nnc(Sc2ncccc2[N+](=O)[O-])s1
    -1%, -3%, 1%, -2%, 22%, -3%, 12%, 9, 2%
Cc1cc(NC(=O)C(C)C)ncc1NC(=O)c1ccco1
    ., 0%, 9%, ., ., ., 24%, ., -10%
Cc1ccc(S(=O)(=O)Cn2nnnc2CN(Cc2ccco2)Cc2cccs2)cc1
    i, -8%, -7%, -14%, -16%, -6%, -16%, -13, -2%
Cc1cccc(C)c1OCC(=O)Nc1cccc(NC(=O)c2ccco2)c1
    2%, -5%, 2%, -22%, 5%, -12%, -8%, -5, -17%
CSc1nsc(SCC(=O)Nc2ccccc2)n1
    0%, -4%, -1%, -16%, 12%, 2%, -1%, -27, 1%
CNC(=O)CS(=O)CC(=O)Nc1cc(OC(C)C)c(Cl)cc1Cl (stereo not given)
    i, -1%, 5%, -9%, 15%, -2%, -20%, -7, -7%
